MBD2 DNA inh: inhibitors of human MBD2 binding to methylated oligonucleotide. Q9UBB5. TR-FRET. inhibition, % at 4.4 µM. 0.31% of 370,000 active; in the data active means inhibition above about 13%
Target sequence (Q9UBB5 whole entry, looked up): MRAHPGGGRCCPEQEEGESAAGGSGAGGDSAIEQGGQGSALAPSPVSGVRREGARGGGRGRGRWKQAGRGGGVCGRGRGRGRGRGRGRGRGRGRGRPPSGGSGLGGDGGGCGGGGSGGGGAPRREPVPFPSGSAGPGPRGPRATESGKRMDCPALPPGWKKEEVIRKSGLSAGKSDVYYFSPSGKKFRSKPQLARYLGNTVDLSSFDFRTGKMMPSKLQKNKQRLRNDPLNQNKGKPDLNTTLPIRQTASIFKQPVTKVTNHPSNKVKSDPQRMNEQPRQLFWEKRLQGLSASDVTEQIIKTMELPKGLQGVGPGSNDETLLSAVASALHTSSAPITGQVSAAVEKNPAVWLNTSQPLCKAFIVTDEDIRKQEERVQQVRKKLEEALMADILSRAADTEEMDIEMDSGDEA
LEDGF integ inh: blocks HIV-1 LEDGF/p75-dependent DNA integration | TR-FRET IN-LEDGF/p75 DNA integration, Eu/Cy5 | inhibition, % at 3.7 µM | 0.64% of 370,000 active;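 active means inhibition above the screen-wide mean plus 3 SD, cut at about 13% in these data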;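 further: signal is the Cy5 over europium emission ratio at 671 and 618 nm; 0% = plate median of compound wells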
HTRA1 inh: HTRA1 (human) protease inhibition. recombinant HTRA1, FP-rhodamine activity-based probe, fluorescence polarization. inhibition, % at 5.96 µM. AID 504803. 0.5% of 340,000 active. Q92743; in the data active means inhibition above about 36%;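 further: 0% = enzyme with DMSO and 100% = wells lacking enzyme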
UHRF1 MBD2 ctr: blocks human UHRF1 binding to methylated DNA | 0.75% of 370,000 active | inhibition, % at 4.4 µM | Q96T88 | UHRF1 binding to methylated oligo, TR-FRET | AID 687016; in the data active means inhibition above about 21%;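 further: UHRF1 SRA domain binding a hemimethylated CpG hairpin DNA probe; 0% = median of test compound wells and 100% = reference inhibitor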
TCR CD3 inh: inhibitors of human TCR-CD3 interaction | TAMRA-labeled TCR probe fluorescence, biochemical | inhibition, % at 9.4 µM | 0.37% of 360,000 active | AID 651800; in the data active means inhibition above about 19%;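 further: recombinant mutant TCR 2C K166C tagged with TAMRA read by polarization; 0% = receptor in buffer alone and 100% = receptor with positive control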
ABHD4 inh: inhibitors of mouse ABHD4. Q8VD66. purified mABHD4, FP-Rh probe fluorescence polarization. inhibition, % at 8.92 µM. 0.54% of 370,000 active. AID 720543;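 active means inhibition exceeding the mean over every tested compound plus 3 SD, cut at about 30% in these data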;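 further: 0% = plate median of compound wells and 100% = S159A mutant with DMSO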
Target sequence (Q8VD66 whole entry, looked up): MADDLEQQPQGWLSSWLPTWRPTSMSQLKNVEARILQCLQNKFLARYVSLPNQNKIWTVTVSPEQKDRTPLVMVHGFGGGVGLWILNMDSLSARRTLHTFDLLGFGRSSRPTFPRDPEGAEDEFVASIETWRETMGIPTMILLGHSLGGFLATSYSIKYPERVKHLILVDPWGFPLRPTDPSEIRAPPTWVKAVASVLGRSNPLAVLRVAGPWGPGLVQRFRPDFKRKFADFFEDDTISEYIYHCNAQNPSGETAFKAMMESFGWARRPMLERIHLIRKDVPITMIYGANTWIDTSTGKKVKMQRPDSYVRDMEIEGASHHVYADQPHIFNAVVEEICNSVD
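system = mouse ABHD4 enzyme, wild type | medium = HEPES pH 7.0, NaCl, Pluronic buffer | also added = FP-Rh probe | incubation = Enzyme–compound pre-incubation 45 min, then probe 60 min, both 25 °C | technique = fluorescence polarization, excitation 525 nm, emission 598 nm, BODIPY TMR filters | controls = S159A mutant high control, sample median low control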
PRMT1 inh: blocks human protein arginine methyltransferase 1; Q99873; recombinant PRMT1, activity-based probe fluorescence polarization; inhibition, % at 2.79 µM; 1.3% of 370,000 active; AID 652257;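 active means inhibition above about 21% made by adding two undisclosed values, limit read from the data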
PG9 binder: small molecules binding HIV-1 gp120 antibody PG9. inhibition, % at 6.7 µM. TR-FRET gp120-PG9 antibody binding. AID 624416. 0.43% of 360,000 active; in the data active means inhibition above about 8.5%
Rev-erbA mod: modulates human Rev-erb alpha binding to DNA; 0.79% of 370,000 active; activity, % at 10 µM; Rev-erbα–FITC-DNA binding, fluorescence polarization, 90 min;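 active means activity above about 14%, limit read from the data; passing the limit was not always enough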;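 further: 0% = DMSO wells with 35 nM protein and 100% = DMSO wells with 750 nM protein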
rCAG RNA binder: binds r(CAG) RNA repeats. 1.3% of 370,000 active. inhibition, % at 3 µM. r(CAG) RNA repeat, TO-PRO-1 dye displacement fluorescence;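 active means inhibition above the plate cutoff, the mean of all test compounds on that plate plus 3 SD, cut at about 35% in these data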;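 further: 0% = DMSO alone and 100% = 100 µM mitoxantrone as full dye displacement; higher means more dye released from RNA so lower well fluorescence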
* hit, by the source's call; . = no result given. The list is partial. The share of hits here may be higher or lower than overall.

Start of the listing, in advance:
#1 O=C(OCC(=O)N1CCCC1=O)c1cccc(S(=O)(=O)N2CCOCC2)c1
#2 Cc1cc(Nc2ccc(F)cc2)n2nc(C)nc2n1
#3 CN(CC(=O)Nc1sccc1C#N)S(=O)(=O)c1ccc(F)cc1
assay / entry,1,2,3
MBD2 DNA inh,-2,-4,-4
LEDGF integ inh,-1,-3,-1
HTRA1 inh,1,5,-4
UHRF1 MBD2 ctr,-1,0,1
TCR CD3 inh,3,3,-5
ABHD4 inh,4,5,3
PRMT1 inh,-1,-4,3
PG9 binder,-2.1,-1.1,-2.5
Rev-erbA mod,5,5,0
rCAG RNA binder,-1,1,6

This part in full, repeating the preview:
#1 O=C(OCC(=O)N1CCCC1=O)c1cccc(S(=O)(=O)N2CCOCC2)c1
#2 Cc1cc(Nc2ccc(F)cc2)n2nc(C)nc2n1
#3 CN(CC(=O)Nc1sccc1C#N)S(=O)(=O)c1ccc(F)cc1
#4 Cc1sc2ncnc(SCC(=O)c3cccs3)c2c1C
#5 C=CCn1c(N)cc(=O)nc1SCC(=O)Nc1ccccc1
#6 COc1ccc(-c2cc(C(N)=O)nc(N3CCCCCC3)n2)cc1
#7 CCc1cccc(C)c1NC(=O)CSc1nc2ccc(N3C(=O)c4ccccc4C3=O)cc2s1
#8 O=C(Cc1ccc(S(=O)(=O)N2CCCC2)s1)NC1CCCCCC1
assay / entry,1,2,3,4,5,6,7,8
MBD2 DNA inh,-2,-4,-4,-1,-2,1,-2,-4
LEDGF integ inh,-1,-3,-1,1,2,3,2,2
HTRA1 inh,1,5,-4,-8,-1,-3,-2,-3
UHRF1 MBD2 ctr,-1,0,1,-1,2,-2,-3,-1
TCR CD3 inh,3,3,-5,0,6,3,3,7
ABHD4 inh,4,5,3,-3,-12,-3,5,-1
PRMT1 inh,-1,-4,3,0,0,3,-1,0
PG9 binder,-2.1,-1.1,-2.5,7.6,-0.3,1.5,1.1,-1.5
Rev-erbA mod,5,5,0,18,2,8,-3,-4
rCAG RNA binder,-1,1,6,9,6,3,3,7

#9 CCn1c(SCc2ccc(Cl)cc2)nc2nc3c(cc2c1=O)CCCC3
#10 COC(=O)CSc1nc2sc3c(c2c(=O)n1-c1ccccc1)CCN(C)C3
#11 CS(=O)(=O)N(CC(=O)Nc1ccccc1C(=O)NCc1ccccc1)c1ccc2c(c1)OCCO2
#12 Cc1ccc(Nc2cc(C)nc3nc(C)nn23)c(C)c1
#13 COc1ccc(NC(=O)CCNC(=O)c2ccccc2Cl)cc1OC
#14 Cc1ccc(C(=O)NCCc2nnc3ccc(SCC(=O)Nc4ccccc4F)nn23)cc1
#15 Nn1c(COc2ccccc2)nnc1SCc1cc(=O)[nH]c2ccccc12
#16 COc1ccc(C(=O)N2CCC(C(N)=O)CC2)cc1S(=O)(=O)N1CCCC1
assay / entry,9,10,11,12,13,14,15,16
MBD2 DNA inh,0,8,4,-4,1,2,8,-1
LEDGF integ inh,4,0,-4,-1,-1,0,7,8
HTRA1 inh,-33,0,-10,-20,5,-2,1,12
UHRF1 MBD2 ctr,3,4,-5,1,-4,1,18,1
TCR CD3 inh,-4,0,6,3,2,2,-5,2
ABHD4 inh,14,4,-3,0,0,5,1,1
PRMT1 inh,-4,6,9,-1,-2,2,-4,-3
PG9 binder,-1.0,-0.9,3.0,0.0,0.5,0.4,0.4,-2.1
Rev-erbA mod,0,-2,1,4,0,-3,2,-3
rCAG RNA binder,1,10,1,0,-2,-1,0,1

#17 COc1ccc(N2CCN(C(=O)NC(=O)c3ccccc3)CC2)cc1
#18 COc1ccccc1NC(=S)NC(NC(=O)CC(C)C)C(Cl)(Cl)Cl (stereo unspecified)
#19 COc1ccc(-c2cc(CNS(=O)(=O)c3ccc(NC(C)=O)cc3)on2)cc1
#20 Cc1ccc(C(=O)NN2C(=O)/C(=C/c3cn(C)c4ccccc34)SC2=S)cc1
#21 Cc1cc(C(=O)CC#N)c(C)n1-c1c(C)n(C)n(-c2ccccc2)c1=O
#22 Cc1ccc(NC(=O)c2ccc(CN3CCc4ccccc4C3)cc2)cc1
#23 COc1ccc2cnn(CCOc3cc(C)ccc3C(C)C)c(=O)c2c1OC
#24 CC1(C)CCCC2=C1CC1C(=O)N(c3ccccc3)C(=O)C1C2 (stereo unspecified)
assay / entry,17,18,19,20,21,22,23,24
MBD2 DNA inh,-5,2,-6,0,-2,0,4,-1
LEDGF integ inh,1,-7,0,0,5,-2,1,1
HTRA1 inh,0,-11,5,-3,1,-15,-26,-2
UHRF1 MBD2 ctr,0,12,1,4,1,7,10,0
TCR CD3 inh,5,-1,11,-3,9,6,-6,10
ABHD4 inh,3,-4,0,-1,2,-2,-13,0
PRMT1 inh,3,2,4,7,-4,1,-1,-1
PG9 binder,-1.9,0.9,-0.3,-1.6,-0.4,-0.9,-0.7,0.5
Rev-erbA mod,6,-1,-3,9,-5,3,5,-2
rCAG RNA binder,-1,3,0,0,4,-3,4,-3

#25 O=C(Nc1ccc2ccccc2c1)c1cc(F)c(F)cc1Cl
#26 Cc1cc(C(=O)N/N=C/c2cc(Br)ccc2OC(=O)c2ccccc2Cl)n[nH]1
#27 Cc1ccc(-n2ncc3c2CC(C)(C)CC3NC(=O)c2ccncc2)cc1 (stereo unspecified)
#28 Nc1nc(C2C(=O)CCCC2=O)cs1
#29 COC(=O)c1cccc(NC(=O)Nc2ccc(Cl)c(Cl)c2)c1
#30 COc1ccc(C(O)(CCC(C)C)C(CN2CCOCC2)c2ccccc2)cc1 (stereo unspecified)
#31 COC(=O)[C@]12C[C@H](CC(=O)N3CCN(C(=O)c4ccco4)CC3)C(=O)N(Cc3ccccc3)C1=C[C@H](COCc1ccccc1)O[C@@H]2C
#32 COc1ccccc1OCC#CCSc1ncccn1
assay / entry,25,26,27,28,29,30,31,32
MBD2 DNA inh,2,-4,4,-4,-2,4,-2,-5
LEDGF integ inh,4,-2,-2,3,-2,-5,0,3
HTRA1 inh,-26,-2,0,7,-78,-10,.,-4
UHRF1 MBD2 ctr,4,-4,4,-3,-2,2,-1,3
TCR CD3 inh,-13,4,-3,8,15,-4,.,0
ABHD4 inh,-27,-8,-7,24,-149,0,3,1
PRMT1 inh,-2,-2,-2,13,-2,-1,2,4
PG9 binder,-0.6,-0.6,0.4,-1.6,0.1,-0.9,.,2.3
Rev-erbA mod,-1,-2,6,0,-1,12,-6,2
rCAG RNA binder,1,10,-4,-7,26,-6,5,-5

#33 Cc1ccc(S(=O)(=O)/N=C(/Nc2cccc(C(=O)O)c2)c2ccccc2)cc1
#34 COc1ccc(N2CCN(C(=O)CSc3nc4[nH]ncc4c(=O)n3-c3cccc4ccccc34)CC2)cc1
#35 COc1ccc(Cl)cc1S(=O)(=O)NC(C)C(=O)NCc1ccncc1 (stereo unspecified)
#36 Cc1cccc(N=C2NC(=O)C(CO)(CO)S2)c1
#37 COC(=O)CSc1nc(COc2ccccc2)nc2ccccc12
#38 O=C(O)CN1C(=O)/C(=C\c2cn(CC(=O)N3CCOCC3)c3ccccc23)SC1=S
#39 CC(C)C(=O)N1CCN(c2ccccc2NC(=S)NC(=O)/C=C/c2ccco2)CC1
#40 Cc1ccc(S(=O)(=O)N2CCOCC2)cc1C(=O)N1CCN(Cc2ccccc2)CC1
#41 Cc1c(Cl)cccc1NC(=S)NCC1COc2ccccc2O1 (stereo unspecified)
#42 COc1ccccc1OCC(O)Cn1nc(C)cc1C (stereo unspecified)
assay / entry,33,34,35,36,37,38,39,40,41,42
MBD2 DNA inh,-5,-3,0,-1,1,-8,-4,-1,1,3
LEDGF integ inh,0,-3,-1,0,-1,4,1,-5,-1,0
HTRA1 inh,7,-1,2,22,-9,4,3,0,-22,-3
UHRF1 MBD2 ctr,1,3,0,-1,1,-11,1,1,0,0
TCR CD3 inh,2,4,12,0,-1,3,0,1,-5,-5
ABHD4 inh,-1,8,2,1,4,2,19,6,-8,4
PRMT1 inh,1,3,1,-1,2,-12,7,0,2,2
PG9 binder,-1.4,-0.8,-1.1,-0.6,0.2,-17,-2.3,2.2,-1.6,-0.8
Rev-erbA mod,0,3,4,-1,2,39*,0,-1,6,3
rCAG RNA binder,-1,11,3,-5,-8,-74,20,-6,-2,-4

One compound at a time, from the list above.
Record of Cc1ccc(S(=O)(=O)N2CCOCC2)cc1C(=O)N1CCN(Cc2ccccc2)CC1 → MBD2 DNA inh = -1; LEDGF integ inh = -5; HTRA1 inh = 0; UHRF1 MBD2 ctr = 1; TCR CD3 inh = 1; ABHD4 inh = 6; PRMT1 inh = 0; PG9 binder = 2.2; Rev-erbA mod = -1; rCAG RNA binder = -6
Record of Cc1c(Cl)cccc1NC(=S)NCC1COc2ccccc2O1 (stereo unspecified) → MBD2 DNA inh = 1; LEDGF integ inh = -1; HTRA1 inh = -22; UHRF1 MBD2 ctr = 0; TCR CD3 inh = -5; ABHD4 inh = -8; PRMT1 inh = 2; PG9 binder = -1.6; Rev-erbA mod = 6; rCAG RNA binder = -2
Record of Cc1ccc(S(=O)(=O)/N=C(/Nc2cccc(C(=O)O)c2)c2ccccc2)cc1 → MBD2 DNA inh = -5; LEDGF integ inh = 0; HTRA1 inh = 7; UHRF1 MBD2 ctr = 1; TCR CD3 inh = 2; ABHD4 inh = -1; PRMT1 inh = 1; PG9 binder = -1.4; Rev-erbA mod = 0; rCAG RNA binder = -1

Source: PubChem BioAssay
